# SIAE primary: human SIAE inhibitors, primary screen, biochemical, fluorescence polarization, FP-Rh probe, 1536-well HTS. Sialate O-acetylesterase (Homo sapiens), Q9HAT2. SIAE FP-Rh probe binding. inhibition, % at 9.66 µM. 370,000 tested, 0.69% active;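 active means inhibition above a cutoff: mean of compounds within the control limits plus 3 SD of those, cut at about 17% in these data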;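 further: 0% = plate median of compound wells and 100% = probe without SIAE protein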
# DDE Tn7 FP inh: inhibitors of Tn7 peptide binding to fibrin DD(E), primary screen, biochemical, fluorescence polarization, human fibrin, Tn7 probe. FP displacement of FITC-Tn7 peptide from fibrin DD(E); 0% = median of compound wells per plate. inhibition, % at 8.3 µM. 370,000 tested, 0.13% active;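 active means inhibition above the mean of compounds falling within the control limits plus 3 SD of them, cut at about 14% in these data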;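 further: 0% = plate median of compound wells and 100% = 10 µM Aha-Tn7 peptide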
# Target sequence (P02675 whole entry, looked up): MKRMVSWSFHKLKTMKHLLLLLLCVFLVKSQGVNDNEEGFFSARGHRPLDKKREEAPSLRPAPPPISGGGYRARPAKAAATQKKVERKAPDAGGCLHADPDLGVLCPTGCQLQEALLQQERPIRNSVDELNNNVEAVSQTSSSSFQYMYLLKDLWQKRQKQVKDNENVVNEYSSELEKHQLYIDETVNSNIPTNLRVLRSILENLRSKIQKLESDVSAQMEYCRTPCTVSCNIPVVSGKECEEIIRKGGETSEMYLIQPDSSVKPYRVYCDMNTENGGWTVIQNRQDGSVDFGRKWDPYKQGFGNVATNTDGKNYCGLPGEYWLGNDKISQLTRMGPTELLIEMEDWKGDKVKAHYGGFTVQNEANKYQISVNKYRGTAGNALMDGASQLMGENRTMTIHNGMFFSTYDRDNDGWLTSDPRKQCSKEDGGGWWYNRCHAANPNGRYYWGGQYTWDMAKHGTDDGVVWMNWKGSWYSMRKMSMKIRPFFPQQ
#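 Test system – human fibrin DD(E) · Times – 10 min preincubation, 3 h with tracer, room temperature · Detection – fluorescence polarization of the labelled Tn7 tracer · Measure – percent inhibition normalized to high-control wells · Benchmarks – high control wells with 10 µM unlabelled Aha-Tn7 peptide (full inhibition) · Repeats – singlicate testing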
# PLC-beta3 inh: human PLC-beta3 inhibitors, primary screen, biochemical, fluorescence; Purified PLC-beta3, fluorogenic substrate; 370,000 tested, 0.18% active; inhibition, % at 12.2 µM; AID 720704, 2013; in the data active means inhibition above about 11%;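 further: 0% = median of compound wells on plate and 100% = full blocker control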
# ARFGAP1 inhibitor: inhibitors of rat ARFGAP1 GAP activity, primary screen, biochemical, fluorescence polarization, GDP tracer; AID 651572, 2012; 360,000 tested, 0.26% active; ADP-ribosylation factor GTPase-activating protein 1 (Rattus norvegicus), Q62848; Arfgap1-stimulated ARF1 GTP hydrolysis, GDP FP detection; inhibition, % at 16.5 µM;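 active means inhibition above a per-plate limit, mean inhibition of low control wells plus 3 SD, cut at about 25% in these data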;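 further: 0% = DMSO wells with enzyme and 100% = wells lacking Arfgap1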
# Target sequence (Q62848 1-136 limits assumed): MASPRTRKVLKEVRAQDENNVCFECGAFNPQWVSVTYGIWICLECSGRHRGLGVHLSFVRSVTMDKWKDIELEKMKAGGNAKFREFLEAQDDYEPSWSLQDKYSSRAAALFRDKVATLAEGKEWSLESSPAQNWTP
#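 Assay system: purified rat His6-Arfgap1 residues 1-136 (GAP domain); Reagent: human Δ17 ARF1 bound to GTP; Dosing: 16.5 µM single point, 1.26% DMSO; Times: GTP hydrolysis reaction 2 h at 25 °C; Signal: FP, GDP Alexa 633 tracer displaced from anti-GDP antibody, 620/688 nm; Measure: % inhibition from polarization.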
# Tn6 DDE FP: inhibitors of Tn6 peptide binding to fibrin DD(E), primary screen, biochemical, fluorescence polarization, human fibrin, Tn6 probe; Fibrinogen beta chain (Homo sapiens), P02675; Fibrin DD(E) TRITC-Tn6 fluorescence polarization displacement; inhibition, % at 8.3 µM; 370,000 tested, 0.21% active; AID 720509, 2013;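 active means inhibition above a per-campaign cutoff: mean of compounds within control limits plus 3 SD, cut at about 15% in these data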;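 further: 0% = median of all compound wells on the plate and 100% = blocking peptide control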
# PLCg1 inh: PLC-gamma1 enzyme inhibitors, primary screen, biochemical, fluorescence, purified enzyme; 1-phosphatidylinositol 4,5-bisphosphate phosphodiesterase gamma-1 (Homo sapiens), P19174; inhibition, % at 12.2 µM; fluorogenic substrate; 370,000 tested, 0.84% active; in the data active means inhibition above about 9.5%
# ASAP1 inh: inhibitors of human ASAP1 ArfGAP activity, primary screen, biochemical, fluorescence polarization; inhibition, % at 16.5 µM; Arf-GAP with SH3 domain, ANK repeat and PH domain-containing protein 1 (Homo sapiens), …; AID 624377, 2012; ASAP1-stimulated ARF1 GTP hydrolysis, GDP FP detection; 360,000 tested, 0.19% active; in the data active means inhibition above about 25%;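 further: 0% = vehicle with enzyme and substrate and 100% = no enzyme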
# Target sequence (Q9ULH1 325-724 limits assumed): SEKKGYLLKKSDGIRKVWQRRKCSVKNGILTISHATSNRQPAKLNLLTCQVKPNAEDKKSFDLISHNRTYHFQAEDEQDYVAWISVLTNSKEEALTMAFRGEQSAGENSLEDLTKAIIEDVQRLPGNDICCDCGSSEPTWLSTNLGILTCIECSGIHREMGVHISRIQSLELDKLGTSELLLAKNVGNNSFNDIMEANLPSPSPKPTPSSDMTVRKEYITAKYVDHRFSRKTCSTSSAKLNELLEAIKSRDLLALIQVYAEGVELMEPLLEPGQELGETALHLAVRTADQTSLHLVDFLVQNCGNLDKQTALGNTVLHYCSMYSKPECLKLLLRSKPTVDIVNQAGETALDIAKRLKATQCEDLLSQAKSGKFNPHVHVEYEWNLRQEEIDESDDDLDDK
# TDP2 inh: human TDP2 enzyme inhibitors, primary screen, biochemical, epi absorbance, recombinant enzyme. inhibition, % at 12.8 µM. Tyrosyl-DNA phosphodiesterase 2 (Homo sapiens), O95551. T5PNP hydrolysis, p-nitrophenol absorbance 415 nm. 370,000 tested, 0.34% active;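 active means inhibition above the mean of all tested compounds plus 3 SD, set per campaign, cut at about 25% in these data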;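 further: 0% = DMSO with enzyme and 100% = buffer with substrate but no TDP2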
#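 Assay system: Recombinant human TDP2 | Quantity: 120 nM TDP2 per well | Incubation: 2 h at 37 °C | Signal: Epi absorbance | Evaluation: Percent inhibition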
# ADAM10 inh: human ADAM10 inhibitors, primary screen, biochemical, QFRET, HTS; recombinant ADAM10, EDANS/DABCYL FRET peptide cleavage, 3 h; inhibition, % at 7 µM; 370,000 tested, 0.62% active; AID 720582, 2013;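 active means inhibition above a per-campaign cutoff equal to the mean of compounds falling between control-based bounds plus 3 SD, cut at about 20% in these data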;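 further: 0% = DMSO wells while the 100% control is not disclosed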
# ADAM17 inh: ADAM17 inhibitors, primary screen, biochemical, QFRET; Disintegrin and metalloproteinase domain-containing protein 17 (Homo sapiens), P78536; recombinant ADAM17, EDANS/DABCYL FRET peptide cleavage; inhibition, % at 6.95 µM; 370,000 tested, 0.83% active; AID 720648, 2013;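 active means inhibition above the mean of compounds lying between control limits plus 3 SD, set per campaign, cut at about 8.5% in these data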;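 further: 0% = DMSO-only wells as the low control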
# An asterisk follows results filed as active; nt = no result given; & = joins results of further samples.
SMILES,SIAE primary,DDE Tn7 FP inh,PLC-beta3 inh,ARFGAP1 inhibitor,Tn6 DDE FP,PLCg1 inh,ASAP1 inh,TDP2 inh,ADAM10 inh,ADAM17 inh
O=C(CCCCn1c(=O)c2ccccc2n(CC(=O)Nc2ccc(F)cc2)c1=O)NCc1ccco1,-8,-5,7,6,-5,5,3,-2,4,1
CC(C)CC(=O)N1CCC(O)(CS(=O)(=O)Cc2ccc(Cl)cc2)CC1,6,-2,1,14,4,-1,-3,8,-4,-1
COc1ccc(C(=O)OC(C)C(=O)NC(C)CCc2ccccc2)c(OC)c1 (stereo not given),-8,-9,-1,-5,3,0,-5,-2,8,0
Cc1cc(=O)c2ccccc2n1Cc1ccccc1,-4,4,-3,1,-1,0,-12,2,-2,-3
CCc1ccccc1NC(=O)CN1CCN(C(=O)CN2C(=O)NC3(CCCCC3C)C2=O)CC1 (stereo not given),-8,-5,-1,-3,2,2,-8,-10,4,-1
COc1ccc(N2C(=O)CC(NNc3ncc(Cl)cc3Cl)C2=O)cc1 (stereo not given),4,8,-13,0,-2,-3,1,-19,12,4
CS/C(=N\S(=O)(=O)c1cccs1)Nc1ccc(N2CCOCC2)cc1,11&2,5&-7,1&2,-9&-2,0&0,0&-2,3&-3,5&3,0&-5,0&0
CC1CCN(c2ccc(NC(=O)c3cccnc3Cl)cc2)CC1,7,-2,2,1,-6,0,11,-4,6,3
C[C@@H]1CN([C@@H](C)CO)C(=O)c2cc(-c3ccccc3F)cnc2O[C@H]1CN(C)Cc1cccc(F)c1,0,-3,3,1,-3,4,12,7,5,1
CCC(C)c1ccccc1N=Cc1ccc2c(c1)OCO2 (stereo not given),-4,-9,-1,7,0,3,-6,3,8,-1
Cc1ccsc1C(=O)N(Cc1nnc(-c2ccccc2Cl)o1)C1CC1,1,1,-6,13,-3,-3,14,-11,-16,-1
Cc1nc2c(=O)[nH]c(=S)[nH]c2[nH]c1=O,-15,2,-64,-8,0,-27,-4,8,-360,-98
CSc1ccc(S(=O)(=O)N2CCCC2)cc1,7,8,3,4,-3,1,-10,-6,0,0
CN(C)S(=O)(=O)n1cnc(-c2ccccc2)c1-c1ccccc1,-1,-1,0,-3,4,-1,8,5,-2,-4
Cc1ccc(NC(=O)C2CCCN(C(=O)c3ccc(Cl)cc3)C2)cc1 (stereo not given),-3,1,2,4,-3,1,0,2,3,-2

# Shown with two lines to a compound: five of the compounds above.
# Every second line gives: SIAE primary, DDE Tn7 FP inh, PLC-beta3 inh, ARFGAP1 inhibitor, Tn6 DDE FP, PLCg1 inh, ASAP1 inh, TDP2 inh, ADAM10 inh, ADAM17 inh
O=C(CCCCn1c(=O)c2ccccc2n(CC(=O)Nc2ccc(F)cc2)c1=O)NCc1ccco1
    -8, -5, 7, 6, -5, 5, 3, -2, 4, 1
Cc1ccc(NC(=O)C2CCCN(C(=O)c3ccc(Cl)cc3)C2)cc1 (stereo not given)
    -3, 1, 2, 4, -3, 1, 0, 2, 3, -2
Cc1ccsc1C(=O)N(Cc1nnc(-c2ccccc2Cl)o1)C1CC1
    1, 1, -6, 13, -3, -3, 14, -11, -16, -1
CCc1ccccc1NC(=O)CN1CCN(C(=O)CN2C(=O)NC3(CCCCC3C)C2=O)CC1 (stereo not given)
    -8, -5, -1, -3, 2, 2, -8, -10, 4, -1
CS/C(=N\S(=O)(=O)c1cccs1)Nc1ccc(N2CCOCC2)cc1
    11&2, 5&-7, 1&2, -9&-2, 0&0, 0&-2, 3&-3, 5&3, 0&-5, 0&0

# More records follow.
SMILES,SIAE primary,DDE Tn7 FP inh,PLC-beta3 inh,ARFGAP1 inhibitor,Tn6 DDE FP,PLCg1 inh,ASAP1 inh,TDP2 inh,ADAM10 inh,ADAM17 inh
CC1CCC2CCCCC2N1C(=O)c1cc([N+](=O)[O-])cc([N+](=O)[O-])c1 (stereo not given),-6,1,-3,-5,7,-1,7,8,-9,-2
O=C(N/N=C/c1ccc(-c2ccccc2[N+](=O)[O-])o1)[C@H]1C[C@@H]1c1ccccc1,2,-2,-11,10,-6,-10,-1,9,-6,-2
CCC(C)c1ccccc1NC(=O)c1cccc(-n2cnnn2)c1 (stereo not given),1,-6,1,3,0,4,1,3,-13,-7
CC(C)N1CC(C(=O)Nc2ccc(Cl)cc2Cl)CC1=O (stereo not given),-3,0,1,4,-11,4,6,2,3,1
Cn1c(=O)c2c(nc(SCC(=O)Nc3ccccc3)n2C)n(C)c1=O,12,4,-2,-6,-2,-1,4,7,-11,-1
CCOC(=O)C/C(C)=N/NC(=O)C1CC1(c1ccccc1)c1ccccc1 (stereo not given),-3,-1,-9,5,5,-8,4,-15,-7,0
CCn1ccc(C(=O)NC2=NCCS2)n1,-1,4,0,14,5,0,-10,5,-5,-3
CS(=O)(=O)N(CC(=O)N1CCN(c2cccc(Cl)c2)CC1)C1CCCCC1,2,5,5,0,5,1,-5,-3,10,0
NC(=O)NC(=O)COC(=O)c1cccnc1Nc1ccccc1F,-7,9,-12,9,4,-2,4,0,0,-6
CCCCn1c(N)c(N(CCOC)C(=O)c2oc3ccc(OCC)cc3c2C)c(=O)[nH]c1=O,1,3,-25,3,8,-12,-4,1,-16,-14
Cc1cccc(C)c1NC(=O)CNC(=O)C(C)N1CCN(c2cccc(Cl)c2)CC1 (stereo not given),-9,-5,-3,1,3,0,-7,-7,-7,1
CCc1nc(=O)c(-c2ccccc2)c(C)n1-c1ccccc1,-4,7,-3,9,9,0,3,6,-2,-1
Cc1cc(O)c2c(-c3ccccc3)cc(=O)oc2c1,0,4,-19,-6,3,-18,0,1,2,-4
COc1ccc(S(=O)(=O)N2CCC(C(=O)NCCC(=O)NC3CC3)CC2)cc1,0,-5,-1,-8,5,-1,-6,-8,3,1
COc1cccc(-c2nnc(NC(=O)Cc3cccs3)s2)c1,-6,-2,1,2,-3,5,3,-2,3,-2

# 4 of the entries above in order of their number in TDP2 inh, high to low.
molecule	TDP2 inh
CCc1nc(=O)c(-c2ccccc2)c(C)n1-c1ccccc1	6
CCn1ccc(C(=O)NC2=NCCS2)n1	5
CCCCn1c(N)c(N(CCOC)C(=O)c2oc3ccc(OCC)cc3c2C)c(=O)[nH]c1=O	1
CS(=O)(=O)N(CC(=O)N1CCN(c2cccc(Cl)c2)CC1)C1CCCCC1	-3

# (list continues)
SMILES,SIAE primary,DDE Tn7 FP inh,PLC-beta3 inh,ARFGAP1 inhibitor,Tn6 DDE FP,PLCg1 inh,ASAP1 inh,TDP2 inh,ADAM10 inh,ADAM17 inh
CCS(=O)(=O)c1nn2c(N)c(/C=C3/C=CC(=O)C(OC)=C3)c(=O)nc2s1,0,10,-1,13,3,-1,-7,5,-6,-3
COC(=O)c1ccc(C(=O)OC)c(-n2c(=O)c3ccccc3c3ccccc3c2=O)c1,-4,2,-2,1,8,-3,1,6,-8,-2
COC(=O)[C@@]12CCCCC3=C1N(CCC3)C(=O)[C@H]2CC(=O)N1CCC(c2ccccc2)CC1,4,5,-1,nt,0,1,nt,3,-2,-2
CS(=O)(=O)N(CC(=O)NC1CCCCC1)c1cccc(Cl)c1,2,-6,0,6,-4,3,0,-4,-3,-3
COc1cc2c(cc1OC)C(c1cccs1)N(C(=O)c1cccnc1)CC2 (stereo not given),1,1,4,-7,2,9.9*,10,2,4,-4
CC(=O)Nc1cnc(-c2ccccc2C(C)=O)cn1,0,-3,-14,7,4,-12,0,-2,-47,-13
COc1cc(/C=C/C(=O)Nc2ccccc2C(F)(F)F)cc(OC)c1OC,8,-2,-69,8,3,-59,-10,0,-74,-27
CCn1c(SCC(=O)NNC(=O)c2ccccc2)nnc1-c1ccncc1,-2,-2,-2,-8,-7,-1,-11,8,-11,-7
O=C(COC(=O)c1ccncc1)c1ccc(Br)cc1,-4,10,2,8,6,0,-7,-8,-5,2
O=C(O)C(CO)N=Cc1c(O)c2ccccc2oc1=O (stereo not given),-6,-12,-2,-7,-6,-4,-2,-18,12,3
CC(C)=CC(=O)Nc1c(C)cc(C)cc1Cl,-2,4,3,0,7,1,2,-5,-4,3
CC1CCCC2(C1)NC(=S)c1c(sc3c1CCCC3)N2 (stereo not given),8,1,0,0,-3,-2,9,10,0,-4
CC(=O)Nc1ccc(S(=O)(=O)/N=C2\C(=O)c3ccccc3C([O-])=C2n2cc[n+](-c3ccccn3)c2)cc1,4,5,2,10,3,4,19,37*,3,-3
COc1ccc(/C=N/Nc2cc(C)nc(-n3nc(C)cc3C)n2)c(OC)c1,3,7,-7,19,11,-7,-8,-5,-32,-4
CCOC(=O)c1cc(C(C)=O)c(=O)n(C)c1N,4,-10,-32,-5,7,-24,-1,8,-62,-23
COc1ccc(Cl)cc1NC(=O)CN(C)C(=O)CSc1ccc2c(c1)OCCO2,-10,-1,-3,4,-1,3,0,-23,5,8.9*
CS(=O)(=O)N1CCN=C1SCc1ccccc1,5,1,-8,-7,0,-3,5,14,2,-1
COc1ccc(CCn2nnc3ccccc3c2=O)cc1OC,-8,3,-1,-1,1,0,1,-12,-3,-5
CC1CCN(C2=NC(=O)/C(=C/c3ccc(O)cc3)S2)CC1,6,2,-54,5,-10,-45,-6,-8,6,-2
O=C(c1ccc(Cl)cc1)N1CCN(CCc2ccccn2)CC1,-3,0,2,-4,-3,5,11,-10,9,2
CCCn1c(=O)c2ccccc2n2c(SC(C)C(N)=O)nnc12 (stereo not given),-2,-1,-4,9,4,-3,2,-6,0,-1

# Record cards, as listed above. Values in the order: SIAE primary | DDE Tn7 FP inh | PLC-beta3 inh | ARFGAP1 inhibitor | Tn6 DDE FP | PLCg1 inh | ASAP1 inh | TDP2 inh | ADAM10 inh | ADAM17 inh
# O=C(c1ccc(Cl)cc1)N1CCN(CCc2ccccn2)CC1 in the list: -3 | 0 | 2 | -4 | -3 | 5 | 11 | -10 | 9 | 2
# CS/C(=N\S(=O)(=O)c1cccs1)Nc1ccc(N2CCOCC2)cc1 in the list: 11&2 | 5&-7 | 1&2 | -9&-2 | 0&0 | 0&-2 | 3&-3 | 5&3 | 0&-5 | 0&0

# Rows were taken by chance; any-hit rate near 3.6%.
